# sdo1 growth – sdo1-depleted yeast growth rescue; AID 817; z-score at 10 µM; 140,000 tested, 0.21% active; S. cerevisiae sdo1-depleted JHY4D growth rescue, OD600 30 h; active compounds read high; pdr5 snq2 efflux-pump mutant strain;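 active = z-score above 3 at both the 24 hr and the 30 hr optical density reads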;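 also: z-score against mean and SD of all compound wells on the same plate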
# INS promoter inh – TRM-6 insulin promoter activity inhibition; TRM-6 cells (human fetal islet line), insulin promoter-eGFP reporter, imaging; reporter expression induced with tamoxifen; inhibition, % at 2 µM; 130,000 tested, 0.9% active; AID 1273;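 active = inhibition above the mean plus 3 SD, with well images judged a real hit on visual review, cut at about 60% in these data, passing the limit was not always enough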
# sdo1 growth Rescue 24 h – also measured in sdo1 growth; calls as there; z-score; S. cerevisiae sdo1-depleted JHY4D growth rescue, OD600; measured here: growth rescue at 24 h;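 0 is the plate mean of compound wells and units are plate SD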
# * marks the source's active call; other numbers are inactive results; / = not tested or not shown; & = joins results of further samples; [ ] = another dose, or the depositor's remark. Some of the compounds tested; count on the stated rates, not on these rows.
Structure | sdo1 growth | sdo1 growth Rescue 24 h | INS promoter inh
CCOc1ccc(CC(=O)Nc2c(C(N)=O)oc3ccccc23)cc1OCC | -1.1 | -1.3 | 16
COc1cccc(-c2cc(C(=O)NCc3ccco3)no2)c1 | -0.69 | -0.38 | -39
CC(Sc1nc(-c2ccc(F)cc2)cs1)C(=O)N1c2ccccc2CC1C (configuration not stated) | 0.73 | 1.2 | -12
COc1cc(C(=O)N2CCC(n3c(C)nc4cc(F)ccc43)CC2)cc(OC)c1OC | 1.6 | 1.2 | -33
O=C(Nc1cccc(C(F)(F)F)c1)c1cccnc1N1CCCC1 | 0.04 | 0.3 | -81
O=S(=O)(c1cccs1)N1CN(CC2CCCO2)c2nc3ccccc3nc21 (configuration not stated) | -1 | -0.66 | -6
COc1ccc(-n2c(COc3ccccc3)nnc2SCc2ccc(C#N)cc2)cc1 | -1.6 | -1.1 | 11
COc1ccc2[nH]c(=O)c(CN(Cc3cccs3)S(=O)(=O)c3c(C)ccc4nsnc34)cc2c1 | -0.67 | 0.38 | 38
CCOCCn1cnc2sc(C(=O)Nc3nc(C)c(C(=O)OCC)s3)c(C)c2c1=O | / | / | 31
CCN(CC)c1nc(OC)nc(-n2nnc(C(C)=O)c2C)n1 | -0.38 | 0.58 | -8
O=C(Nc1cnn(Cc2ccccc2)c1)NC12CC3CC(CC(C3)C1)C2 | 0.25 | 0.32 | -40
O=C(c1ccccc1)N1CCN(C(=O)c2ccc(OC(F)(F)F)cc2)CC1 | 0.86 | 0.7 | -7
CS(=O)(=O)c1nc(-c2ccccc2)cc(-c2ccccc2)c1C#N | -1.2 | -1.2 | 20
Cc1cc(NC(=O)c2ccc3c(c2)C(=O)N(CCC(C)C)C3=O)no1 | -1.4 | -0.45 | 22
CC(NCC(O)COCc1cccs1)C1CC2CCC1C2 (configuration not stated) | 0.94 | 0.61 | -4
CCN(CC)CCNC(=O)c1cc2cc(Br)ccc2s1 | / | / | -17
CN(C)S(=O)(=O)c1cccc(C(=O)N(Cc2ccc(F)cc2)Cc2ccco2)c1 | -0.01 | 0.35 | 35
COc1ccc(C(=O)NCc2nnc(SCC(=O)N3CCOCC3)o2)cc1OC | / | / | 43
CC1CC(C)(C)NCc2ccccc21 (configuration not stated) | -0.1 | -0.56 | /
CCCOCC(O)CC(CC)C(=O)NNC(=S)Nc1ccccc1 (configuration not stated) | / | / | 0
COc1ccc(/C(N)=N/OC(=O)C2CCC(=O)N2S(=O)(=O)c2ccc(C)cc2)cc1 (configuration not stated) | -0.46 | -0.73 | -5
CCOC(=O)/C(N=Nc1ccc(F)cc1)=C(/O)c1ccc([N+](=O)[O-])cc1 | 0.13 | 2.2 | -17
COc1ccc(C2CC(c3ccc(Br)cc3)=NN2C(=O)c2cccnc2)cc1 (configuration not stated) | -1.7 | -1.3 | 0
CCN=C1S/C(=C\c2cc(OCC)c(O)cc2Br)C(=O)N1CC | 0.33 | 2.6 | 50
COc1ccccc1N1CCN(CCc2n[nH]c(=S)n2-c2ccccc2)CC1 | 1.9 | 2.4 | -22
Cc1cc(-n2c(C)cc(C(=O)CN3C(=O)NC4(CCCCC4C)C3=O)c2C)no1 (configuration not stated) | 0.03 | 0.71 | -31
Cc1cc(C)c(S(C)(=O)=O)c(S(=O)c2ccc(Cl)cc2)n1 (configuration not stated) | 0.39 | -0.31 | 33
COC(=O)C(NS(=O)(=O)c1ccccc1Cl)c1ccccc1 (configuration not stated) | / | / | -71
c1ccc2c(c1)[nH]c1c(N3CCSCC3)ncnc12 | -0.47[13.6 µM] | 0.1 | 94*
Cc1cc(C(F)(F)F)nn2cnnc12 | / | / | 27
COc1ccccc1/C=N/NC(=O)CNC(=O)c1ccc(S(=O)(=O)N2CCCC2)cc1 | / | / | -56
Brc1ccc(-c2nnc3c4ccccc4nc(N4CCOCC4)n23)cc1 | -0.3 | 0.02 | -27
COc1cccc(NC(=O)C2CCN(S(=O)(=O)c3ccc4c(c3)OCCO4)CC2)c1 | 1.4 | 0.61 | 32
Cc1ccc(N(C(=O)c2ccc3c(c2)OCO3)C2C=CS(=O)(=O)C2)cc1 (configuration not stated) | 0.48 | 0.06 | -9
COc1ccc(NC(=O)c2ccco2)cc1N | -1.4 | -1.3 | /
CCc1ccc(NC(=O)C/C(C)=N/NC(=O)OCc2ccc(OC)cc2)cc1 | 1.4 | 1.4 | -24
CCN(CC)S(=O)(=O)c1cccc(NC(=O)CCSc2ccc(Cl)cc2)c1 | -0.67 | -0.89 | -43
CCc1nc(SCC(=O)Nc2cc(C)on2)c2c(C)c(C)sc2n1 | 0.01 | 1.5 | -143
Cc1ccc2c(c1)N(CC(=O)c1cccc(Cl)c1)C(=O)C(C)O2 (configuration not stated) | -2.1 | -1.4 | 44
CCCNc1[nH]c(=O)n(C)c(=O)c1N=O | 0.72 | 0.4 | /
CCC1(C)Cc2ccccc2-c2nc(NCCO)[nH]c(=O)c21 (configuration not stated) | 0.66 | 0.2 | 18
Cc1ccc(Nc2cc(C)nc(N3CCOCC3)n2)c(C)c1 | -0.13 | -0.12 | -18
CCc1c(C)sc(NC(=O)c2cc(-c3ccco3)on2)c1C#N | -1.9 | -0.83 | 30
CCC1CCCCN1c1nc(-c2cccc(OC)c2O)nc2ccccc12 (configuration not stated) | -1.3 | -1.1 | -47
Cc1cc(OCC(=O)Nc2ccc(S(=O)(=O)N3CCN(C)CC3)cc2)cc(C)c1Cl | -1.1 | -0.98 | -40
C/C(=N\NC(=O)Cc1ccccc1)c1cccs1 | -0.17 | -0.56 | /
O=C(/C=C/c1ccccc1)N/C(=C/c1ccccc1)C(=O)NCCCO | 0.68 | 0.46 | -44
Cc1cccc(C)c1NC(=S)N(CCCN1CCN(C)CC1)Cc1cccs1 | / | / | -27
C1CCN(CCCNC2C3CC4CC(C3)CC2C4)C1 (configuration not stated) | 1.3 | 1.3 | /
Cc1ccccc1NC(=S)Nc1cccc([N+](=O)[O-])c1 | 1 | -0.04 | -22
C=C1CSc2nc3ccccc3c(=O)n21 | 0.43 | 0.06 | 46
CCOc1ccc(-c2nn(-c3ccccc3)cc2/C=C2\SC(=S)N(Cc3ccco3)C2=O)cc1 | 0.56 | 0.81 | /
Cc1cc(C)c2c3c(sc2n1)C(c1ccccc1)C(C#N)=C(N)O3 (configuration not stated) | -0.59 | -0.24 | 39
Cc1c(Br)c([N+](=O)[O-])nn1CC(=O)Nc1sc2c(c1C(=O)OC(C)C)CCC(C)C2 (configuration not stated) | 1.2 | 1.6 | /
CC1(C)CC(=O)c2c(O)cc(O)cc2O1 | 0.72 | 0.07 | -57
COc1ccc(NC(=O)CSc2nnc(CN3CCOCC3)n2-c2ccccc2)cc1Cl | 3.5* | 3.9* | -81
Fc1ccc(-c2nn3c(C4COc5ccccc5O4)nnc3s2)cc1 (configuration not stated) | 0.37 | 1.6 | -6
CC(=O)N(C)c1ccc(OCC(O)Cn2c(C)nc3ccccc32)cc1 (configuration not stated) | / | / | -50
COc1cc(C(C)=O)ccc1Oc1cnccn1 | / | / | 31
CN1CCN(c2cc(=O)n(-c3ccc(Cl)cc3)c(=O)[nH]2)CC1 | -0.04 | -0.97 | /

# Among those listed so far, these contain a nitro group on carbon:
Structure | sdo1 growth | sdo1 growth Rescue 24 h | INS promoter inh
CCOC(=O)/C(N=Nc1ccc(F)cc1)=C(/O)c1ccc([N+](=O)[O-])cc1 | 0.13 | 2.2 | -17
Cc1ccccc1NC(=S)Nc1cccc([N+](=O)[O-])c1 | 1 | -0.04 | -22
Cc1c(Br)c([N+](=O)[O-])nn1CC(=O)Nc1sc2c(c1C(=O)OC(C)C)CCC(C)C2 (configuration not stated) | 1.2 | 1.6 | /

# (listing goes on)
Structure | sdo1 growth | sdo1 growth Rescue 24 h | INS promoter inh
O=C(CSc1nc2c([nH]c3ccccc32)c(=O)n1-c1ccc(F)cc1)NCc1ccco1 | 0.11 | -0.31 | /
Cc1cc(N2CCN(c3ccccc3Cl)CC2)n2cc(-c3ccccc3)nc2n1 | -2.2 | -1.9 | 23
CC1(C(=O)NCCc2c[nH]c3ccccc23)C=CCN1C(=O)c1ccccc1 (configuration not stated) | 0.3 | 0.06 | -24
CCOC(=O)c1c(C)[nH]c(C(=O)COC(=O)c2cnc(C)cn2)c1C | -0.53 | -1.2 | /
Cc1csc(NC(=O)CSc2nnnn2C)n1 | 0.2 | -0.35 | 0
CCOC(=O)N1CCC(NC(=O)Cn2c3c(c(-c4ccccc4Cl)cc2=O)CCC3)CC1 | -0.31 | -0.61 | /
CCOC(=O)c1c(C)[nH]c(C(=O)COC(=O)/C=C/c2cccc(OC)c2OC)c1C | -0.79 | -0.34 | -12
COc1ccc(OCc2nc(N)nc(Nc3ccc(C)cc3)n2)cc1 | -0.76&-0.45 | 0.07&-0.65 | 5
COC(=O)c1ccccc1NC(=O)c1cnn2c(C(F)F)cc(C3CC3)nc12 | -1.5 | -1.2 | -9
Cc1cc(N/N=C2\CC(C)CC(C)(C)C2)nc2ccccc12 (configuration not stated) | / | / | -27
S=C(NCCSCc1ccccc1Cl)Nc1ccccc1 | -1.1 | 1.3 | -4
Cc1cc(NC(=O)c2cnn3cccnc23)n(-c2ccccc2)n1 | 1.4 | 1.6 | -282
CN(C)S(=O)(=O)c1cc(NC(=O)CN2CCc3ccccc32)ccc1Cl | / | / | -160
O=C1C2CCCN2C(=S)N1Cc1ccccc1 (configuration not stated) | / | / | 42
COc1ccc(N2C(=O)CC(Cc3ccccc3)C2=O)cc1 (configuration not stated) | -0.93 | -1.2 | /
Cc1cc(C)cc(-c2nnc(SCC(=O)NCc3cccs3)o2)c1 | -1.4 | -1 | -26
CCCCCCCNC1=CC(=O)CC(c2ccccc2)C1 (configuration not stated) | -0.96 | -1.2 | 30
COc1ccc(N2CCN(C(=O)Cn3cnc4c(cnn4-c4ccccc4)c3=O)CC2)cc1 | / | / | 36
CC1OC23CCCCC2C(C#N)(C(=N)O3)C1(C#N)C#N (configuration not stated) | -0.34 | -0.92 | 77*
COc1cc(/C=N/NC(=O)c2nonc2C)ccc1O | / | / | 11
Cc1ccc(N2C(=O)CC(Cn3nc(C)cc3C)C2=O)cc1 (configuration not stated) | 0.17 | -0.39 | 0
CCOC(=O)C1CCN(Cc2cnc(Oc3ccc(C(C)(C)C)cc3)s2)CC1 | -0.8 | -0.97 | 35
O=C(Cn1cc([N+](=O)[O-])cn1)NCCc1nc2ccccc2[nH]1 | / | / | 69
CC(=O)C1=C(O)C(=O)N(Cc2ccco2)C1c1ccc2c(c1)OCO2 (configuration not stated) | -0.21 | -0.32 | -17
O=C(CN1C(=O)CC(c2ccccc2)S(=O)(=O)c2ccccc21)NC1CCCC1 (configuration not stated) | / | / | 7
Cc1ccc(C(=O)Nc2nc(=O)[nH]s2)cc1 | / | / | 43&13
CCOC(=O)C1CCN(C(=O)C(=O)N2CCC(C(=O)OCC)CC2)CC1 | 0.67 | -0.47 | 34
CCCC1Cc2c(sc(NC(=S)NC(=O)c3ccccc3)c2C#N)CO1 (configuration not stated) | 0.11 | 1.7 | 10
Oc1ccccc1N1CCN(CC(O)COCc2ccccc2Cl)CC1 (configuration not stated) | / | / | -29
CC(=O)N1c2ccccc2NC2=C(C(=O)CC(C)(C)C2)C1c1cccn1C (configuration not stated) | / | / | 23

# An excerpt from above with just sdo1 growth and INS promoter inh:
Structure | sdo1 growth | INS promoter inh
CCOCCn1cnc2sc(C(=O)Nc3nc(C)c(C(=O)OCC)s3)c(C)c2c1=O | / | 31
CN(C)S(=O)(=O)c1cc(NC(=O)CN2CCc3ccccc32)ccc1Cl | / | -160
CCOC(=O)/C(N=Nc1ccc(F)cc1)=C(/O)c1ccc([N+](=O)[O-])cc1 | 0.13 | -17
Cc1cc(NC(=O)c2cnn3cccnc23)n(-c2ccccc2)n1 | 1.4 | -282
CC(=O)N1c2ccccc2NC2=C(C(=O)CC(C)(C)C2)C1c1cccn1C (configuration not stated) | / | 23
COc1ccc(NC(=O)CSc2nnc(CN3CCOCC3)n2-c2ccccc2)cc1Cl | 3.5* | -81

# Continuation:
# Fields – sdo1 growth	sdo1 growth Rescue 24 h	INS promoter inh
CC(C)(C)c1ccc(C(=O)NNc2cc(N3CCOCC3)nc(N3CCOCC3)n2)cc1
  /	/	60
COc1ccc(CNC(=O)COC(=O)Cc2ccc(Cl)cc2Cl)cc1
  -0.15	-0.7	/
CCc1ccccc1NC(=O)CSc1nnc([C@@H]2CCCN2C(=O)OC(C)(C)C)o1
  0.38	1.1	29
CC(=O)c1cccc(NC(=O)c2oc(C)nc2C)c1
  1.6	2.6	-50
CN(NS(=O)(=O)c1ccccc1)c1nc2ccccc2nc1C(F)(F)F
  0.19	0.21	-357
C=CCNC(=O)COC(=O)c1ccccc1C(=O)N(C)C1CCCCC1
  -0.11	-1.1	14
COc1ccc(NC(C)=O)cc1C#N
  /	/	21
NC(=NCCc1ccccc1)NS(=O)(=O)c1ccc(F)cc1
  0.59	-0.52	38
COc1ccc(/C=C/C(=O)Nc2cc(F)ccc2C)cc1S(=O)(=O)N1CCOCC1
  /	/	0
O=C(c1ccc2c(c1)N(Cc1ccccc1)C(=O)c1ccccc1S2)N1CCCC1
  -1.1	-1	7

# Look-ups from above:
# sdo1 growth with CN(NS(=O)(=O)c1ccccc1)c1nc2ccccc2nc1C(F)(F)F : 0.19
# INS promoter inh with NC(=NCCc1ccccc1)NS(=O)(=O)c1ccc(F)cc1 : 38

# 2 of the compounds above, with values ahead of the structure.
sdo1 growth	sdo1 growth Rescue 24 h	INS promoter inh	SMILES
1.6	2.6	-50	CC(=O)c1cccc(NC(=O)c2oc(C)nc2C)c1
0.19	0.21	-357	CN(NS(=O)(=O)c1ccccc1)c1nc2ccccc2nc1C(F)(F)F

# Bioassay records deposited in PubChem BioAssay by several laboratories.
